Screens: PubChem BioAssay, several laboratories
IEC-6 tox: cytotoxicity in IEC-6 intestinal epithelial cells, primary screen, cytotoxicity control for KLF5 inhibitor project, cell-based, luminescence; IEC-6 cytotoxicity, luminescence viability; inhibition, % at 5 µM; 290,000 tested, 0.78% active; AID 1825, 2009; in the data active means inhibition above about 22%;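 further: 0% = plate median of test compound wells and 100% = cytotoxic reference compound wells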
HSF1 activator: HSF-1 activators, primary screen, NIH3T3-HGL cells, MG132 stress, luminescence, single point; 300,000 tested, 1.7% active; activation, % at 9 µM; NIH3T3-HGL HSF-1 luciferase reporter, 8 h; 100% = twice DMSO control signal;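 active means mean replicate activation of at least 50% with a set share of replicates each reaching 50%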;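 further: 0% = median of the neutral control wells and 100% = twice that signal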
HIF activator: HIF pathway transcriptional activators, primary screen, cell-based, U2OS HRE-luciferase, luminescence | U2OS HRE-luciferase reporter; normalized: DMSO 0%, desferrioxamine 100% | activation, % at 7.5 µM (by protocol) | 300,000 tested, 0.32% active | AID 1910, 2009;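 active means mean activation of at least 10% of the iron chelator positive control signal, with at least half of replicates also reaching 10%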
HDAC3 inh: HDAC3 deacetylase inhibitors, primary screen, biochemical, fluorescence, cell-free homogeneous | recombinant HDAC3, fluorogenic peptide/trypsin coupled | inhibition, % at 8.3 µM | 320,000 tested, 0.15% active | AID 2718, 2010; in the data active means inhibition above about 26%, passing the limit was not always enough
Target sequence (O15379 whole entry, looked up): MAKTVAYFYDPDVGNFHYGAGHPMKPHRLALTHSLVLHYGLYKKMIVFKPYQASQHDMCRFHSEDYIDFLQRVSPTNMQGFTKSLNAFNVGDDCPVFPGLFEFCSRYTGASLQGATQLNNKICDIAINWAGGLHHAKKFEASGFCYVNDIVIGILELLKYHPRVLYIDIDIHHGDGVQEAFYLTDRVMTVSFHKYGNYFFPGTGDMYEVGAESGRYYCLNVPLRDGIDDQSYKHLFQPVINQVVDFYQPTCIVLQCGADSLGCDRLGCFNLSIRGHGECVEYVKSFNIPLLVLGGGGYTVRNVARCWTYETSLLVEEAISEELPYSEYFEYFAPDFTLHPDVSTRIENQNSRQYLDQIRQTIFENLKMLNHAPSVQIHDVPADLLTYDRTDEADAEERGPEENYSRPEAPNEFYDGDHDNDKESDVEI
HSP90 inh: HSP90 inhibitors, primary screen, cell lysate, luminescence; 290,000 tested, 0.91% active; Rabbit reticulocyte lysate, luciferase refolding luminescence, 3 h; inhibition, % at 5.6 µM;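 active means inhibition above the screen-wide mean plus 3 SD, computed separately per campaign, cut at about 16% in these data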;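 further: 0% = DMSO wells and 100% = 60 µM geldanamycin wells; inhibitors lower the luminescence because luciferase stays unfolded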
aSyn UTR inh: MLPCN primary screen, SNCA 5' untranslated region; alpha-synuclein 5'UTR reporter, inhibitor activity; inhibition, % (tested at 7.5 µM); 300,000 tested, 0.82% active; AID 1813, 2009; in the data active means inhibition above about 60%;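 further: H4 neuroglioblastoma cells stably carrying SNCA 5'UTR luciferase fusion; 0% = DMSO wells and 100% = positive control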
AI-2 QS modul: Vibrio harveyi AI-2 quorum sensing modulators, primary screen, JMH597 strain, luminescence/OD600 ratio; Vibrio harveyi JMH597 AI-2 luminescence/OD600 ratio, 9 h; stronger effect = lower value; strain lacks LuxN and CqsS sensors; 0 = neutral-control median; activity change, % at 7.5 µM; 300,000 tested, 0.4% active; AID 2094, 2009; in the data active means activity change below about -75%, passing the limit was not always enough;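 further: luminescence divided by OD600 gain over 9 h not by final OD600 alone; inactives centre near 13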
KLF5 inh: KLF5 expression inhibitors, primary screen, DLD-1 cells, luminescence; DLD-1 KLF5 promoter-luciferase reporter; inhibition, % at 5 µM; 290,000 tested, 0.23% active; AID 1700, 2009;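 active means inhibition above a per-plate limit of that plate's mean compound inhibition plus 3 SD, cut at about 60% in these data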;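 further: 0% = DMSO wells and 100% = LY294002 at 200 µM; higher means less KLF5 promoter-driven luciferase light; inactives centre near -14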
HSF1 inh: HSF1 inhibitors in luciferase reporter cells, primary screen, cell-based, NIH3T3, luminescence | NIH3T3-HGL HSE-luciferase, MG132-induced, luminescence 8 h; stronger effect = lower value | activity change, negative = inhibition, % at 7.5 µM (by protocol) | 300,000 tested, 0.77% active | AID 2098, 2009;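 active means more than half of replicate wells show activity change below -50%, luminescence cut by over half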;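 further: luciferase reports HSF-1 transcriptional activity via heat shock element; 0% = median of DMSO wells and -100% = zero luminescence signal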
Platelet DG rel: inhibitors of platelet dense granule secretion, primary screen, cell-based, MLPCN, human platelets; 300,000 tested, 0.22% active; inhibition, %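 (compounds screened at 7.5 µM in platelet-rich plasma)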; human platelet-rich plasma, SFLLRN dense granule ATP release, luminescence;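 active means mean replicate score, as percent of positive control, at or above 50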
Numbers without * were called inactive; / = no result given.

molecule	IEC-6 tox	HSF1 activator	HIF activator	HDAC3 inh	HSP90 inh	aSyn UTR inh	AI-2 QS modul	KLF5 inh	HSF1 inh	Platelet DG rel
OC(CNCCc1ccc(Cl)cc1)COCc1ccco1 (centres undefined)	-4.4	20.4	-0.3	-5.7	1.6	-11.0	-0.8	-40.7	-2.1	3.0
CCn1c(N2CCN(C(=O)NC3CCCCC3)CC2)nc2ccccc21	-3.2	-14.7	-0.4	-8.6	4.9	17.7	10.0	1.9	0.9	-4.1
CC1(C)C2CCC1(C)C(OC(=O)CCn1ccnc1)C2 (centres undefined)	-1.3	0.9	0.0	14.0	0.3	-0.6	10.2	0.3	-5.8	-0.8
CN1C(=O)/C(=C/c2ccco2)SC1=Nc1cccc(C(=O)O)c1	-8.0	-4.3	-0.9	4.4	1.8	-5.4	41.8	-15.9	-4.9	2.7
CCOC(=O)C1(C)/C(=N/Nc2ccc(S(N)(=O)=O)cc2)C(=O)C(=O)N1c1ccccc1 (centres undefined)	-1.4	0.8	-0.2	6.2	0.0	8.0	27.3	-25.6	-1.5	0.0
O=S(=O)(N1CCOCC1)n1cnc2ccccc21	0.5	-15.8	-0.1	-3.4	-1.8	7.2	/	-3.2	-4.2	2.5
COc1ccccc1CN1C[C@@H]2C[C@@H](c3ccc(Cl)cc3)N3CCC[C@@]23C1=O	6.2	-0.2	-0.5	-6.4	1.5	34.6	-8.0	-12.3	0.2	-0.5
Cc1c(CCC(=O)N[C@@H](C)C(=O)O)c(=O)oc2cc3occ(-c4ccccc4)c3cc12	1.8	-20.0	-1.6	-15.1	-3.5	10.2	6.1	-24.2	-9.2	2.3
COc1cc(/C=N/N2CCCCC2)cc(OC)c1O	4.6	-16.6	-0.1	0.4	-1.4	4.6	15.8	-17.1	-2.7	-1.0
COc1cccc(-n2cc3c(=O)n(C)c(=O)n(C)c3c2)c1	-8.4	43.9	1.8	9.7	-3.7	-86.3	1.1	-20.5	33.5	-0.6
CCOC(=O)C1=C(c2ccccc2)OC(N)=C(C#N)C1C(C)C (centres undefined)	-0.7	-0.3	0.8	3.9	-1.4	-102.9	9.4	-18.6	-3.8	20.7
O=C(O)Cc1ccccc1C(=O)O	-0.4	7.1	0.0	-7.8	-0.2	-1.0	8.7	-23.3	-6.5	-0.1
CCOC(=O)C1CCN(c2c(NCCCN3CCCCC3)c(=O)c2=O)CC1	-7.2	3.4	-0.3	-0.1	-3.7	-39.5	13.0	-13.7	-5.2	3.5
S=C(Nc1ccccc1)Nc1nc2ccccc2n1CCOc1ccccc1	1.0	-1.0	0.0	1.9	4.4	-11.8	25.8	-27.0	-6.5	-1.9
CC(C)(C)NC(=O)CN1CCC(O)(c2ccc3c(c2)OCO3)CC1	5.5	10.9	-0.3	3.5	1.8	2.5	-3.7	0.7	-1.7	-6.7
O=C(NCCCn1ccnc1)/C(=C\c1ccccc1Cl)NC(=O)c1ccccc1	1.9	16.8	0.3	13.2	-3.1	0.9	9.6	-26.8	2.5	1.4
CN(CCO)S(=O)(=O)c1ccc2c(c1)C(=NO)c1cc(S(=O)(=O)N(C)CCO)ccc1-2	-4.1	/	/	1.6	-1.0	/	/	11.1	/	/
CC(C)c1ccc2c(c1)C1Cc3ccccc3C1N2 (centres undefined)	2.1	18.8	1.1	-1.5	-5.2	-195.6	24.0	16.4	26.0	14.5
CCC1(CC)Nc2ccccc2C(=O)N1c1ccc(NC(C)=O)cc1	-6.6	27.0	0.4	1.4	-2.1	-54.3	16.9	-30.5	8.6	-0.4
C/C(=C\C(=O)c1ccc(F)cc1)Nc1ccc(N2CCOCC2)cc1	1.2	-20.2	0.5	2.2	6.7	-29.3	10.4	-17.1	-4.6	-3.2
O=C(CN(C(=O)c1csnn1)c1ccc2c(c1)OCCO2)NCc1ccc(F)cc1	1.3	-17.3	1.9	-2.5	-1.8	-32.4	9.9	-7.3	-2.0	-0.4
Cc1cc(OCC(=O)NCCCN2CCOCC2)c2c(C)cc(=O)oc2c1	-7.7	-20.3	0.3	-31.5	-3.9	-5.7	11.6	-14.3	-4.2	-0.7
CCc1ccc(NC(=O)C2=CC(c3ccc(OC)c(OC)c3)=NS(=O)(=O)N2C)cc1	-0.8	2.0	-0.3	21.0	-2.5	-4.8	44.6	-13.5	3.4	0.0
CCCCOc1ccc(NC(=O)CSCC(=O)OCC)cc1	0.9	0.5	0.0	5.3	0.2	-7.4	30.9	-16.4	-1.1	8.4
C/C(CCC12CC3CC(CC(C3)C1)C2)=N\NC(N)=S	-3.7	0.9	0.1	-5.7	-1.1	-40.5	28.8	-14.4	-7.0	0.2
CN(C)S(=O)(=O)NCCNC(=O)c1cc(OCC(F)(F)F)ccc1OCC(F)(F)F	3.4	45.9	-0.1	0.5	-2.0	0.9	29.5	-17.1	9.9	-1.8
C=CCN1C(=O)c2ccc(C(=O)N(C)CC(=O)Nc3ccc(OCC)c(OCC)c3)cc2C1=O	/	-8.1	-0.1	/	/	11.2	34.7	/	-4.5	16.8
Cc1nc(N2CCN(c3ccccn3)CC2)c2c(C)c(C(=O)Nc3ccc(F)c(Cl)c3)sc2n1	-10.9	-3.2	-0.9	0.4	-4.2	-6.7	7.7	9.4	-1.5	5.4
COCC1CCN(c2nc3nonc3nc2N2CCSCC2)C1 (centres undefined)	-6.7	3.2	-0.1	2.8	-1.9	-10.7	35.5	-8.1	-7.1	-2.6
O=C1NC(NS(=O)(=O)c2ccccc2)(C(F)(F)F)C(=O)N1c1ccc(F)cc1 (centres undefined)	-11.9	38.3	0.0	3.7	0.7	-1.1	0.6	-9.9	-0.3	-0.3
CC1=CC(C)(C)NC(=O)N1c1ccc(C)cc1	1.4	-2.1	0.3	-2.1	1.1	-10.5	-6.3	-17.6	-2.6	7.0
COc1ccc(CC(NC(C)=O)C(=O)NC2CCN(S(=O)(=O)c3ccc(NC(C)=O)cc3)CC2)cc1OC (centres undefined)	-0.9	-10.9	-0.1	-10.6	0.8	-14.4	4.8	-10.8	-7.5	-4.0
Cc1ccc(NCc2nnc(SCC(N)=O)n2CC2CCCO2)c(C)c1 (centres undefined)	-5.6	13.9	-0.1	-3.5	1.9	10.3	20.1	-12.9	-1.1	-0.7
CN(CC(=O)Nc1ccc(Cl)c(C(F)(F)F)c1)C(=O)c1cn2ccccc2n1	/	8.9	0.4	/	/	-34.0	13.8	/	10.0	21.3
N#Cc1cn(CC(=O)N2CCCc3ccccc32)c2ccccc12	-3.5	8.2	-0.2	-3.8	2.6	23.2	6.1	-9.5	12.0	-6.2
COc1ccc(Cl)cc1S(=O)(=O)N1CCN(CC(=O)C(C)(C)C)CC1	-2.3	-8.3	0.2	0.0	0.8	-4.5	19.6	-33.6	0.1	-6.2
CCCCN(C(=O)c1ccc2c(c1)OCCO2)c1c(N)n(CC(C)C)c(=O)[nH]c1=O	/	-1.8	0.1	/	/	16.2	10.6	/	-0.5	2.2
COc1ccc(N2CCN(CCNC(=O)c3c(C)cc(=O)oc3C)CC2)cc1	0.3	6.7	0.0	/	2.4	-14.1	15.5	-34.1	3.1	-1.2
Cc1noc(C)c1S(=O)(=O)N(CC(=O)N1CCCCCC1)c1ccc(C(C)C)cc1	-4.4	1.0	/	0.0	-1.8	12.0	17.7	-11.2	0.5	-15.4
O=C(COC(=O)c1ccccc1Cl)Nc1ccc2[nH]c(=O)[nH]c2c1	/	4.4	0.2	3.7	/	9.7	-5.5	/	-4.1	0.0
O=C(Cn1ncn2nc(-c3ccccc3)cc2c1=O)NCc1ccccn1	0.9	-5.7	0.4	-6.9	-5.3	-2.8	0.0	2.7	-3.7	-0.2
COc1ccc(C(=O)Cc2ccccc2)cc1OC	0.8	1.7	0.4	5.6	-6.2	18.6	22.1	7.0	14.4	-33.9
Cn1c(CNC(=O)CNS(=O)(=O)c2ccc(Br)cc2)cc(=O)n(C)c1=O	-2.2	-8.3	-0.4	-0.9	-3.4	17.1	8.1	-2.4	-6.5	3.1
Cc1ccc(S(=O)(=O)n2[nH]c(=O)cc2NC(=O)c2cccs2)cc1	-0.3	-14.9	-0.8	-0.2	-0.1	8.0	25.2	0.9	-4.3	-0.3
Cc1ccccc1CC(=O)N1CCCC(CNC(=O)c2ccc(F)cc2)C1 (centres undefined)	-2.4	-3.5	-0.6	-0.8	-4.1	-4.9	18.9	-9.0	-4.4	6.7
N#Cc1c(N2CCCC2)nc(N)c2c(N)nc(N3CCCC3)cc12	-3.4	16.8	2.0	-11.7	1.8	-172.6	17.9	-3.6	2.3	-3.8
COc1cc2c(cc1OC)C(c1ccccc1)=NCC2	1.7	-14.7	0.3	1.8	-1.9	22.7	19.8	-14.2	-6.4	1.8
CC(C)C(c1nnnn1CCc1ccccc1)N1CCC(C(N)=O)CC1 (centres undefined)	-4.6	-0.4	-1.0	0.1	-2.1	-5.9	28.6	1.4	-3.0	-4.2
CCOC(=O)c1ccc(NS(=O)(=O)c2c(N)n(C)c(=O)n(C)c2=O)cc1	/	7.7	-7.2	0.7	/	1.4	15.9	/	-0.4	-7.7
CC(NC(=O)C(=O)N/N=C\c1cccc([N+](=O)[O-])c1)c1ccccc1 (centres undefined)	-5.5	12.6	-0.6	-5.9	-0.2	-2.5	3.5	11.2	-2.0	-0.4

(more compounds)
molecule	IEC-6 tox	HSF1 activator	HIF activator	HDAC3 inh	HSP90 inh	aSyn UTR inh	AI-2 QS modul	KLF5 inh	HSF1 inh	Platelet DG rel
O=C(Nc1ccc2nc3n(c(=O)c2c1)CCCC3)c1cccc(F)c1	-3.6	49.0	2.8	2.0	-2.4	-81.8	10.6	-58.0	5.8	1.9
CCC(C(=O)Nc1cc(C)cc(C)n1)c1ccccc1 (centres undefined)	/	27.1	0.1	6.3	/	4.6	9.2	/	-5.6	-10.7
CCOc1ccc(NS(=O)(=O)c2ccc(C(=O)NCC(c3ccc(OC)cc3)N3CCCC3)cc2)cc1 (centres undefined)	/	0.6	-0.3	2.6	/	-30.6	0.7	/	2.9	11.5
N#Cc1ccc(CC(C(=O)O)N2Cc3ccccc3C2=O)cc1 (centres undefined)	1.6	-7.4	1.4	-3.2	2.4	15.2	14.5	-23.1	-6.4	0.8
CCCCOc1ccc(Cl)cc1CSc1nncn1N	2.5	30.2	-0.5	2.9	-0.9	18.5	0.8	-38.5	6.4	-1.8

Compound profiles (already shown). Order of screens: IEC-6 tox, HSF1 activator, HIF activator, HDAC3 inh, HSP90 inh, aSyn UTR inh, AI-2 QS modul, KLF5 inh, HSF1 inh, Platelet DG rel
Shown for CCOC(=O)C1(C)/C(=N/Nc2ccc(S(N)(=O)=O)cc2)C(=O)C(=O)N1c1ccccc1 (centres undefined) → -1.4, 0.8, -0.2, 6.2, 0.0, 8.0, 27.3, -25.6, -1.5, 0.0
Shown for CN(C)S(=O)(=O)NCCNC(=O)c1cc(OCC(F)(F)F)ccc1OCC(F)(F)F → 3.4, 45.9, -0.1, 0.5, -2.0, 0.9, 29.5, -17.1, 9.9, -1.8
Shown for COc1ccc(Cl)cc1S(=O)(=O)N1CCN(CC(=O)C(C)(C)C)CC1 → -2.3, -8.3, 0.2, 0.0, 0.8, -4.5, 19.6, -33.6, 0.1, -6.2
